rTrxR1 inhibitor – qHTS Assay for Inhibitors of Mammalian Selenoprotein Thioredoxin Reductase 1 (TrxR1): qHTS | Thioredoxin reductase 1, cytoplasmic (Rattus norvegicus), O89049 | recombinant rTrxR1, NADPH fluorescence consumption, selenite substrate | Potency, µM (titrated, usually from 114 µM), inactives show at the top dose activity change, negative = inhibition, most hits filed as inhibitors | actives 1% (n = 390,000); note: potency is the fitted concentration of half-maximal effect; % is set by controls: 0 for no effect and ±100 for the full control effect; nearly all actives have a fitted effect of over 65% in size
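Rat TrxR1 (90 nM in the dispensed reagent) was pre-reduced with 400 uM NADPH for 5 min at room temperature, then incubated with compound for 15 min. After 400 uM selenite was added, NADPH fluorescence (Ex 340/Em 450 nm) was followed for 8 min.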
GRP78 ERSR act – qHTS for Inducers of the Endoplasmic Reticulum Stress Response (ERSR) in Human Glioma: qHTS; U87-MG GRP78 promoter luciferase reporter, 16 h; Potency, µM, for the others: at the highest dose activation, actives largely listed as activators; actives 0.02% (n = 420,000); AID 602332, 2012; note: potency is the fitted concentration of half-maximal effect; series mostly up to about 76 µM; % of control where 0% means no effect; nearly all actives have a fitted effect of over 35% in size
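Stably transfected U87-MG glioma cells carrying a GRP78-based luciferase sensor; 16 h compound incubation. Luminescence end-point read 10 min after Bright-Glo addition at room temperature.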
USP1 inh – Inhibitors of USP1/UAF1: Primary Screen. Ubiquitin carboxyl-terminal hydrolase 1 (Homo sapiens), O94782. recombinant USP1/UAF1, Ub-Rhodamine cleavage fluorescence. Potency, µM (titrated, usually from 57.1 µM), for the others: at the top dose activity change, negative = inhibition, actives largely listed as inhibitors. actives 0.23% (n = 390,000); note: potency is the fitted concentration of half-maximal effect; % is set by controls: 0 for no effect and ±100 for the full control effect; nearly all actives have a fitted effect of over 60% in size; inactives centre near -12
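In this screen, compounds sit with the deubiquitinase complex (1nM) for 15 min at room temperature before Ub-Rho is added at 150nM final. Fluorescence rise is then followed for 6 reads every 60 seconds.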
Vif-APOBEC3G blk – qHTS for Inhibitors of Vif-A3G Interactions: qHTS; HeLa A3G-eYFP + Vif (tagged APOBEC3G with the HIV-1 protein that degrades it), YFP fluorescence, overnight; AID 602310, 2012; actives 0.076% (n = 410,000); Potency, µM (titrated, usually from 46.1 µM), inactives show top-dose activity, negative = active, most hits filed as inhibitors;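 note: potency is the fitted concentration of half-maximal effect; % is set by controls: 0 for no effect and ±100 for the full control effect; nearly all actives have a fitted effect of over 60% in size; hits raise eYFP signal because A3G escapes Vif-driven loss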
Target sequence (Q9HC16 whole entry, looked up): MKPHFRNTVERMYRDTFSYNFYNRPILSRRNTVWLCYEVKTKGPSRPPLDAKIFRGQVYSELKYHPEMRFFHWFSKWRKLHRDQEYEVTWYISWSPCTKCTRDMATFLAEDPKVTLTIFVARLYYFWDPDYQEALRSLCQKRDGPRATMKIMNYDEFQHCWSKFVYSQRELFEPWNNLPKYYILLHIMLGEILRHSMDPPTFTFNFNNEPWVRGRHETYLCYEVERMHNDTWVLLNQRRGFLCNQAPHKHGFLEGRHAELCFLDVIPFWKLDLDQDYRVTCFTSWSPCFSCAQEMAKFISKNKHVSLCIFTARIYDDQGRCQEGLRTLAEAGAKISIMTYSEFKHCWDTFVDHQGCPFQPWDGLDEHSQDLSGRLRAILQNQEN
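HeLa cells stably expressing Vif and C-terminally eYFP-tagged A3G, seeded overnight at 37 deg C, then exposed to compound by pintool overnight at 37 deg C. Rise in yellow fluorescence (Ex 488/Em 500-530, Acumen) marks blocked Vif-driven A3G degradation.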
TrxR1 substrate – qHTS Assay for Substrates of Mammalian Selenoprotein Thioredoxin Reductase 1 (TrxR1): qHTS; Thioredoxin reductase 1, cytoplasmic (Rattus norvegicus), O89049; Potency, µM (titrated, usually from 114 µM), for the others: at the highest dose activity change, negative = substrate turnover; purified TrxR1 substrate turnover, NADPH consumption readout; actives 0.01% (n = 390,000); note: potency is the fitted concentration of half-maximal effect; % is set by controls: 0 for no effect and ±100 for the full control effect; nearly all actives have a fitted effect of over 50% in size
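Rat TrxR1, dispensed at 90 nM, was prereduced with 400 uM NADPH (final) for 5 min at ~22 deg C, then incubated with compound 15 min before 400 uM selenite. A first-read NADPH fluorescence drop versus no-compound background flagged substrates.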
LDHA block – qHTS assay for inhibitors of human lactate dehydrogenase | L-lactate dehydrogenase A chain (Homo sapiens), P00338 | purified LDHA, NADH/diaphorase-resazurin fluorescence; stronger effect = lower value | activity change, % (values are at about 110 or 230 µM) | actives 0.15% (n = 480,000); in the data active = activity change below about -30%; inconclusive = mostly about -25% to -30%;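 note: plate controls were DMSO wells for no effect and wells without enzyme for full effect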
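Resorufin fluorescence (ex540/em590), read at 0 and 20 min after diaphorase/resazurin addition, reports the NADH left after a 5 min room-temperature reaction of 2 nM human LDH5 with 0.06 mM NADH and 0.2 mM pyruvate.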
Vif-A3F inh – qHTS for Inhibitors of Vif-A3F Interactions: qHTS | Potency, µM (top dose mostly 46.1 µM), inactives show at the top dose activity, negative = active | actives 0.2% (n = 390,000) | HeLa A3F-eYFP + Vif (tagged APOBEC3F with the HIV-1 protein that degrades it), YFP fluorescence increase | AID 602313, 2012; note: potency is the fitted concentration of half-maximal effect; % of control where 0% means no effect; nearly all actives have a fitted effect of over 65% in size
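HeLa cells stably expressing Vif plus C-terminally eYFP-tagged A3F were seeded, incubated overnight at 37 deg C, dosed with compound, incubated overnight again at 37 deg C. Yellow fluorescence (Ex 488/Em 500-530) reported blocked Vif-mediated A3F-eYFP degradation.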
mIDH1 inhibitor – qHTS for Inhibitors of mutant isocitrate dehydrogenase 1 (IDH1): qHTS | Isocitrate dehydrogenase [NADP] cytoplasmic (Homo sapiens), O75874 | IDH1-R132H enzyme, NADPH consumption, diaphorase/resazurin fluorescence | Potency, µM (top dose mostly 76.6 µM), for the others: at the top dose activity change, negative = inhibition, most hits filed as inhibitors | actives 0.093% (n = 390,000); note: potency is the fitted concentration of half-maximal effect; % is set by controls: 0 for no effect and ±100 for the full control effect; nearly all actives have a fitted effect of over 65% in size
Target sequence (O75874 whole entry R132H, stated change not applied): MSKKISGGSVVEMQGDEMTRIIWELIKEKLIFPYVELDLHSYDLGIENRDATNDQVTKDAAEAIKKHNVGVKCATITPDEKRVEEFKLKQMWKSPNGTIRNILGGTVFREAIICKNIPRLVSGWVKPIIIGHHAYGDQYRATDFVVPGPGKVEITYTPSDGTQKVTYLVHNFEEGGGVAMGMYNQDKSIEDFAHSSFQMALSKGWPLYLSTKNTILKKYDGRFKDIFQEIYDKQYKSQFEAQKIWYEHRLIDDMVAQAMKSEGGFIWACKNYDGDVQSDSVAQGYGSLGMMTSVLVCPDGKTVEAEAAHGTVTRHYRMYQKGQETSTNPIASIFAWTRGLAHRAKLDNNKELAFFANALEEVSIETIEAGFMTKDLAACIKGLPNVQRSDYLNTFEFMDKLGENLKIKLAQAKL
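IDH1-R132H (0.5 ug/mL) preincubated 30 min with compound, then NADPH (0.016 mM) and alpha-KG (2 mM) added; 80 min at RT, pH 7.5. Remaining NADPH coupled via diaphorase/resazurin to fluorescence (540/590 nm); concentration-response curves normalized to no-enzyme control.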
RGS4 inh – Inhibitors of Regulator of G Protein Signaling (RGS) 4: qHTS; Regulator of G-protein signaling 4 (Homo sapiens), P49798; Transcreener GDP fluorescence polarization, RGS4-accelerated GTP hydrolysis; Potency, µM (top dose mostly 114 µM), for inactives: top-dose activity change, negative = inhibition, most hits filed as inhibitors; actives 0.039% (n = 390,000); AID 504845, 2011; note: potency is the fitted concentration of half-maximal effect; % is set by controls: 0 for no effect and ±100 for the full control effect; nearly all actives have a fitted effect of over 75% in size; some results filed as inactive show a strong effect at the top dose
Target sequence (P49798 whole entry, looked up): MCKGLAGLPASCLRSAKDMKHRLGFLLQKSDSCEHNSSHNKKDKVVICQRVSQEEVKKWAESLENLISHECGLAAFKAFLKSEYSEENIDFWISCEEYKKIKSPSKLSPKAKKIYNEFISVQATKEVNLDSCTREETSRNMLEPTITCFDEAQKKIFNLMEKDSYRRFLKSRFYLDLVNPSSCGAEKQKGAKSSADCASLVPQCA
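MLSMR compounds (23 nl, pin-transferred) preincubated 10 min at room temperature with a 500nM (2x) first reagent, then RGS4 at 900nM (2x) plus Transcreener GDP mix added; fluorescence polarization (620/688 nm) read before and after 90 min at 30 °C.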
* = called active by the depositor; ? = inconclusive; . = not tested or not shown; [ ] = another dose, or the depositor's remark. Unless noted, calls come from the whole dose curve; as a rule, active = well fitted curve in the direction sought with a large enough effect; inconclusive = small, poorly fitted or top-dose-only effect, or another doubt; inactive = no such curve, though single readings can be large; an effect the other way counts as inactive or inconclusive.

structure | USP1 inh | GRP78 ERSR act | rTrxR1 inhibitor | mIDH1 inhibitor | TrxR1 substrate | LDHA block | Vif-APOBEC3G blk | Vif-A3F inh | RGS4 inh
COc1cc(C(=S)N2CCOCC2)ccc1OS(=O)(=O)c1ccc(C)cc1 | -23% | -1% | 48%[activator] | 7% | 5% | -2 | 3% | 4% | -24%
COc1ccccc1N1CCN(c2ccc(S(=O)(=O)N3CCN(C)CC3)cn2)CC1 | 3% | -1% | 3% | -3% | -5% | -1 | 7% | -9% | 18%
COCCNC(=O)Cn1cnc2sc(C)c(S(=O)(=O)N3CCC(C)CC3)c2c1=O | -12% | -5% | 22% | 3% | 5% | -2 | 2% | -2% | -6%
CCc1ccc(-n2nc(C)c3c(C(=O)N4CCN(c5ccccc5)CC4)cc(C)nc32)cc1 | -7% | -3% | 42%[activator] | -3% | 9% | 2 | -1% | 1% | 11%
CC1=C(C)CC(C(=O)NNC(=O)c2csc(C)c2C)C(C(=O)O)C1 (stereo unspecified) | -8% | 0% | 6%[57.1 µM] | -4% | 5%[57.1 µM] | -6 | -4% | -4% | -29%
O=C(NCCc1c[nH]c2ccccc12)/C(=C\c1cccs1)NC(=O)c1ccccc1 | -19% | 1% | 4% | -10% | -3% | 2 | 1% | 9% | -9%[11.4 µM]
CC1=C(C#N)C2(O)C(=O)c3ccccc3C2(O)N1 (stereo unspecified) | -6% | -3% | -2%[57.1 µM] | -1% | -4% | -3 | 0% | 1% | -21%
CN(C)c1ccc(C(=O)C=Cc2ccc([N+](=O)[O-])cc2)cc1 | ? | -5% | . | -10% | . | -11 | -6% | -2% | .
Cc1ccc(CNC(=O)c2cc(C)nn2-c2ccccc2)cc1 | -23% | -3% | 17% | 9% | 3% | -10 | 0% | -1% | -2%
Cc1noc(C)c1CSc1nc2ccccc2s1 | -5% | 0% | 10%[57.1 µM] | 4% | 5%[57.1 µM] | -5 | -9% | -1% | -21%
COC(=O)C1=C(C)N(c2ccc(F)c(Cl)c2)C(=O)C1 | -21% | 4% | 14µM* | 3% | 7% | 4 | -4% | 2% | -1%
Cn1c(=O)c2c(ncn2CC(=O)N2CCN(c3cccc(Cl)c3)CC2)n(C)c1=O | -7% | 4% | -1% | 2% | 2% | 1 | -1% | 5% | -29%
O=C(Cn1c(=O)oc2cc(S(=O)(=O)N3CCCC3)ccc21)NCc1ccccn1 | -9% | -5% | 16% | -7% | 5% | -3 | 3% | 4% | -8%
CCOc1ccc2nc(N3CCOCC3)nc(C)c2c1 | ? | 7% | 11%[57.1 µM] | 3% | 34%[activator][57.1 µM] | -1 | -7% | 1% | -19%
CCC1CCC2(CC1)NC(=O)N(CC(=O)NCc1ccccc1Cl)C2=O (stereo unspecified) | -3% | -2% | 14%[57.1 µM] | 26% | -10% | -8 | 1% | 1% | -2%
O=C(CC(c1ccc(F)cc1)c1ccco1)N1CCCC1 (stereo unspecified) | -22% | 1% | -24%[57.1 µM] | 7% | 17%[57.1 µM] | -7 | 0% | 9% | -48%
CCN(CC)c1ccc(S(=O)(=O)N2CCOCC2)cc1NC(=O)COC(=O)/C=C/c1ccco1 | -15% | -4% | -23% | 0% | 0% | -16 | 1% | -18% | 1%
O=C(CCOc1ccccc1)Nc1ccnn1C1CCN(Cc2ccc(F)cc2)CC1 | -16% | -2% | -3% | 4% | -8% | 0 | 1% | -4% | -12%
Cc1cc(C)n2c(SCC(=O)N(CCC#N)c3ccc4c(c3)OCCO4)nnc2n1 | 12% | -3% | . | -3% | . | -4 | -7% | -3% | .
O=[N+]([O-])c1ccc(C2=NN(CCO)C(=Nc3ccc(OC(F)(F)F)cc3)SC2)cc1 | -15% | -2% | 17% | 13% | -6% | -3 | -17% | 4% | 12%
COCCCn1c(=N)c(C(=O)NCC2CCCO2)cc2c(=O)n3ccccc3nc21 (stereo unspecified) | -3% | -7% | ? | 1% | . | -2 | 2% | 6% | 27%
Cc1nc2ncc(Br)cc2[nH]1 | -1% | 1% | 5%[57.1 µM] | 5% | 8%[57.1 µM] | -2 | -4% | 1% | 13%
CCN(C1CCS(=O)(=O)C1)S(=O)(=O)c1cccs1 (stereo unspecified) | -13% | -1% | 33% | 12% | 13% | 0 | 2% | -4% | 17%
CCc1nc(N2CCN(S(=O)(=O)c3ccc(Br)cc3)CC2)c2c(C)c(C)sc2n1 | 13% | 0% | -4% | -2% | 2% | -4 | -1% | -3% | -1%
O=C(c1ccc(S(=O)(=O)Cc2ccccc2Cl)c([N+](=O)[O-])c1)N1CCN(c2ccccn2)CC1 | -18% | -9% | ? | 22% | 5%[57.1 µM] | -8 | -23% | 6% | -19%
Cc1cc(C)n2c(C)nnc2c1 | -17% | -7% | 6% | -14% | 9% | -7 | 1% | 11% | -9%
N#CC1=C(SCC(=O)NC23CC4CC(CC(C4)C2)C3)NC(=O)C(C#N)C12CCCCC2 (stereo unspecified) | -21% | -3% | -1% | 6% | 0% | -8 | 3% | -3% | -10%
Cc1ccc(S(=O)(=O)N2CCOCC2)cc1NC(=O)CSc1nnnn1C1CCCC1 | -21% | -4% | 20% | 1% | 6% | -1 | 2% | -3% | -6%
C[C@@H]1CN([C@@H](C)CO)C(=O)c2cc(NC(=O)CCC(F)(F)F)ccc2O[C@H]1CN(C)Cc1ccc(Cl)c(Cl)c1 | -21% | -1% | 0% | 0% | 3% | 11 | -14% | -24% | -21%
COC(=O)c1ccccc1SC(CC(=O)c1ccccc1)c1ccc(F)cc1 (stereo unspecified) | -12% | ? | 12%[57.1 µM] | -3% | 13%[57.1 µM] | -12 | -7% | -6% | -25%
COc1ccccc1CNC(=O)COCc1cc(-c2ccc3c(c2)OCO3)on1 | -23% | -3% | ? | -12% | -4% | -4 | 5% | -4% | 1%
Cc1nnc(SCC(=O)NNC(=O)c2ccccc2)n1-c1ccccc1 | -12% | -4% | 2% | 0% | -5% | -3 | 1% | -14% | 13%
COc1ccc(Oc2c(OC)cc(NCc3ccc(CN)cc3)c3ncccc23)cc1 | ? | -1% | . | 2% | . | 49 | -4% | -4% | .
CCn1c(=O)c2cc(C(=O)NC3CCCCCC3)sc2c2ccccc21 | -16% | -1% | 93%[activator] | -1% | 61%[activator] | -2 | -2% | -8% | 24%
CCOC(=O)c1[nH]ncc1CN1CCCC(C(=O)c2ccc(OC)cc2C)C1 (stereo unspecified) | -8% | -3% | 13% | 12% | 3% | -1 | 0% | 1% | -16%
CC1=C(C(N)=O)C(c2cccc(C)c2)n2nc(-c3ccc(Cl)cc3)nc2N1 (stereo unspecified) | -21% | -3% | 10%[57.1 µM] | 18% | 2%[57.1 µM] | -4 | 0% | -9% | 1%
Cc1ccc(-c2nnn(CC(=O)NCc3ccccc3)n2)c(-n2cnnn2)c1 | -11% | -12% | -1% | 7% | -4% | -5 | -1% | 0% | -10%
COc1ccc(S(=O)(=O)Cc2ccc(C(=O)NCc3cccs3)o2)cc1 | -5% | -3% | 10%[57.1 µM] | -3% | 6%[57.1 µM] | -2 | 1% | -3% | 21%
CCOC(=O)CSc1nnc(COc2cccc(C)c2)o1 | -13% | -3% | 8%[57.1 µM] | 0% | 4%[57.1 µM] | -5 | 4% | 7% | 12%
CN1CCN(S(=O)(=O)c2cccc(C(=O)Nc3cccc([N+](=O)[O-])c3)c2)CC1 | -8% | -2% | 11%[57.1 µM] | 15% | 5%[57.1 µM] | -1 | -4% | 15% | -6%
COc1cc2cnc(-c3ccccc3F)cc2cc1OC | -4% | 4% | 14% | -8% | 0% | -5 | -9% | 4% | 9%
O=C(O)c1ccc(NC2=C(Cl)C(=O)c3ccccc3C2=O)cc1 | -25% | -17% | 0.5µM* | -8% | -5% | -1 | 3% | -6% | ?
O=C(O)c1nn(CC(=O)N2CCN(S(=O)(=O)c3ccc(Cl)cc3)CC2)c(=O)c2ccccc12 | 2% | -3% | 8% | -8% | -4% | 2 | -2% | -17% | 5%
O=C(NCC(c1ccco1)N1CCCCC1)c1ccc(COc2ccccc2)cc1 (stereo unspecified) | -4% | -4% | -15% | 2% | -20% | -5 | 1% | -14% | 11%

From PubChem BioAssay

This is a subset; the hit share may differ from the screen's.
